Source: PubChem BioAssay
Growth percent in the NCI-60 one-dose screen (48 h, 10 µM unless noted): 100 = growth as untreated, 0 = no growth, -100 = all killed.
HS 578T: HS 578T breast cancer. 78,000 tested, 4.1% active. AID 1794788
T-47D: T-47D breast cancer | 79,000 tested, 5% active | AID 1794792
MDA-MB-468: MDA-MB-468 breast cancer | 78,000 tested, 8.5% active
K-562: K-562 leukemia. 78,000 tested, 7.4% active. AID 1794777
BT-549: BT-549 breast cancer; 78,000 tested, 4.4% active
SR: SR leukemia cells | 73,000 tested, 8.7% active
MCF7: MCF7 breast cancer | 82,000 tested, 6.3% active | AID 1794796
MDA-MB-231: MDA-MB-231 breast cancer. 81,000 tested, 5% active. AID 1794789
Numbers without * were called inactive. Rule for the calls: active = growth percent below 10; inactive = the rest. Outcome played no part in choosing rows; any-hit rate near 13%.

`O=c1nc2c(-c3ccccc3)n[nH]n2c2c1sc1ncccc12` gave HS 578T 105.5, T-47D 107.9, MDA-MB-468 114.7, K-562 107.7, BT-549 99.2, SR 100.5, MCF7 99.2 and MDA-MB-231 98.5.
`CCOC(=O)C#Cc1c(C(=O)OCC)nnn1[C@@H]1O[C@H](CO)[C@H]2OC3(CCCCC3)O[C@H]21` gave HS 578T 89.7, T-47D 13.2, MDA-MB-468 -19.7*, K-562 5.0*, BT-549 94.2, SR -9.0*, MCF7 8.4* and MDA-MB-231 95.6.
Screening COc1ccc(C2CC(c3cc(OC)c(OC)c(OC)c3)=NO2)cc1OCCCCOc1ccc(-n2c(/C=C/c3ccccc3)nc3ccccc3c2=O)cc1 (configuration not stated) returned HS 578T 91.9, T-47D 82.2, K-562 143.4, BT-549 127.2, SR 140.2, MCF7 101.6 and MDA-MB-231 108.3.
`CC(C(C(=O)N1CCCCC1)N1CCCCC1)N1CCCCC1` (configuration not stated) gave HS 578T 103.4, T-47D 107.2, MDA-MB-468 115.1, K-562 94.7, BT-549 111.3, SR 71.3, MCF7 103.6 and MDA-MB-231 111.9.
For O=C(OCCN1CCN(CCOC(=O)C(Cl)(c2ccccc2)c2ccccc2)CC1)C(Cl)(c1ccccc1)c1ccccc1 the results were HS 578T 91.9, T-47D 84.0, MDA-MB-468 98.2, K-562 87.1, BT-549 94.2, SR 89.8, MCF7 96.4 and MDA-MB-231 101.5.

A section taken from the entries so far, as a working copy:
`CC(C(C(=O)N1CCCCC1)N1CCCCC1)N1CCCCC1` (configuration not stated) gave HS 578T 103.4, T-47D 107.2, MDA-MB-468 115.1, K-562 94.7, BT-549 111.3, SR 71.3, MCF7 103.6 and MDA-MB-231 111.9.
For O=C(OCCN1CCN(CCOC(=O)C(Cl)(c2ccccc2)c2ccccc2)CC1)C(Cl)(c1ccccc1)c1ccccc1 the results were HS 578T 91.9, T-47D 84.0, MDA-MB-468 98.2, K-562 87.1, BT-549 94.2, SR 89.8, MCF7 96.4 and MDA-MB-231 101.5.
